Nrf2 block – inhibitors of Nrf2 signaling | A549 ARE-Fluc reporter, luciferase luminescence, 18-24 h | Potency, µM (doses to about 46 µM), inactives show at the top dose activity change, negative = inhibition, usual class: inhibitors | actives 2.1% (n = 360,000) | AID 504444; note: potency is the fitted concentration of half-maximal effect; % is set by controls: 0 for no effect and ±100 for the full control effect; nearly all actives have a fitted effect of over 60% in size
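Quantitative HTS in A549 cells stably bearing an antioxidant response element-firefly luciferase construct. Inhibition of Nrf2-driven transcription was scored by luminescence after 18-24 h of compound exposure at 37 °C.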
Nrf2 ARE act – activates Nrf2 signaling; AREc32 ARE-luciferase reporter (MCF7-derived line), luminescence, 24 h; AID 624171; Potency, µM (titrated, usually from 46.1 µM), inactives show top-dose activation, usual class: activators; actives 0.31% (n = 410,000); note: potency is the fitted concentration of half-maximal effect; % of control where 0% means no effect; nearly all actives have a fitted effect of over 65% in size
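Each well held 1000 AREc32 cells, which were incubated with compound for 24 hr at 37 deg C after overnight attachment, and ARE reporter activity was quantified by firefly luciferase luminescence.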
Mm-Cpn inhibitor – inhibitors of Methanococcus maripaludis chaperonin (MmCpn). purified Mm-Cpn ATPase, ADP Transcreener TR-FRET. Potency, µM (doses to about 76.9 µM), for inactives: at the top dose activity, negative = inhibition, actives largely listed as inhibitors. actives 0.031% (n = 330,000); note: potency is the fitted concentration of half-maximal effect; % is set by controls: 0 for no effect and ±100 for the full control effect; nearly all actives have a fitted effect of over 80% in size
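ATP (10 uM final) was added to archaeal chaperonin (25 nM final) after 10 min exposure to test compound at 37°C; after 30 min further incubation, ADP was detected by competitive TR-FRET.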
HepG2 tox – counter-screen for TGF-b inhibitors: cytotoxicity in HepG2 cells; HepG2 CAGA-GFP viability, ATP luminescence, 18 h; Potency, µM (top dose mostly 46.1 µM), without a hit: top-dose activity change, negative = cytotoxicity, most hits filed as cytotoxic; actives 0.76% (n = 410,000); AID 588856; note: potency is the fitted concentration of half-maximal effect; some results filed as inactive show a strong effect at the top dose
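CellTiter-Glo luminescence gave cytotoxicity after 18 hours at 37 degrees C. The cells were HepG2 CAGA-GFP in 1% FBS DMEM, stimulated with 500 pg/mL TGF-beta after compound addition. %Activity was normalised to no-cell wells (complete cell-killing) and DMSO (no toxicity), and curves were fitted and classified.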
CCT modulator – cytosolic chaperonin activity modulation. activity change, % (no concentration beside the values), hits read low. actives 0.3% (n = 360,000). AID 651819. purified chaperonin ATPase assay, HTRF ADP detection, 30 min; in the data active = activity change below about -30%; note: % is set by controls: 0 for no effect and ±100 for the full control effect
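TRiC at 40 or 20 nM final (batch-dependent) in 30 mM Tris pH 7.4, 100 mM KCl, 5 mM MgCl2, 1 mM DTT, with compound at single 76 uM and 10 uM ATP, 30 min at 37 deg C. ADP detected by HTRF Transcreener, 665/615 ratio.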
pAkt inh – blocks phosphorylation of Akt; Neuro2A IGF-stimulated pAkt S473 HTRF, 20 min; stronger effect = lower value; activity change, % for hits at 50 µM; actives 0.32% (n = 360,000); in the data active = activity change below about -80%; inconclusive = mostly about -51% to -80%; note: % is set by controls: 0 for no effect and ±100 for the full control effect
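Neuro2A cells (4,500/well, DMEM with 0.5% FBS) were treated with compound at a single 50 µM final concentration, stimulated with 6 nM IGF for 20 min at 37 °C, and lysed. Phospho-Akt Ser473 was read by HTRF as 665/615 ratio ×10^4.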
TGFb inhibitor – blocks TGF-b signaling. HepG2 CAGA-GFP TGF-b/SMAD3 reporter, GFP fluorescence, 18 h; TGF-beta stimulated, 500 pg/mL final. Potency, µM (highest dose often 46.1 µM), inactives show at the top dose activity, negative = inhibition, actives largely listed as inhibitors. actives 1.2% (n = 410,000); note: potency is the fitted concentration of half-maximal effect; % is set by controls: 0 for no effect and ±100 for the full control effect; nearly all actives have a fitted effect of over 65% in size
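HEPG2 CAGA-GFP cells (1000/well, DMEM with 1% FBS) were pre-incubated 2 h at 37 degrees C, given compound by pin tool, then stimulated with TGF-beta at 500 pg/mL final for 18 h before per-cell GFP fluorescence imaging.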
ATXN viability – cell viability loss in ATXN counter-screen. AID 651635. actives 0.49% (n = 400,000). Potency, µM (doses to about 56.7 µM), usual class: cytotoxic. S2 cells (HEK-293 line with an ATXN2-luciferase reporter) viability, CellTiter-Fluor protease fluorescence, 24 h; note: potency is the fitted concentration of half-maximal effect; nearly all actives have a fitted effect of over 40% in size
A549 viability – A549 cytotoxicity, counter-screen for Nrf2 inhibitors; A549 ARE-Fluc cells, CellTiter-Fluor viability, 18-24 h; Potency, µM (top dose mostly 46 µM), for inactives: at the top dose activity change, negative = cytotoxicity, actives largely listed as inhibitors; actives 0.16% (n = 390,000); AID 504648; note: potency is the fitted concentration of half-maximal effect; % is set by controls: 0 for no effect and ±100 for the full control effect
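A549 ARE-Fluc cells in 5% FBS OPTI-MEM, 5000 cells/well, rested 2 h then exposed to compounds in concentration-response for 18-24 h at 37 °C. Viability by CellTiter-Fluor fluorescence (Ex 405/Em 525) after 30 min; luciferase luminescence (BugLite, 15 min, RT) read afterwards.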
* marks the source's active call; other numbers are inactive results; i = inactive; ? = inconclusive; · = not tested or not shown. Unless noted, calls come from the whole dose curve; as a rule, active = well fitted curve in the direction sought with a large enough effect; inconclusive = small, poorly fitted or top-dose-only effect, or another doubt; inactive = no such curve, though single readings can be large; an effect the other way counts as inactive or inconclusive.

SMILES	Nrf2 block	Nrf2 ARE act	Mm-Cpn inhibitor	HepG2 tox	CCT modulator	pAkt inh	TGFb inhibitor	ATXN viability	A549 viability
Clc1ccc(Nc2nc3cccnc3s2)cc1	?	14%	1%	-3%	0.1	i	25%	i	-2%
CN(C)CCO/N=C(\c1ccc(Br)cc1)c1cccnc1	?	5.1%	·	-14%	-0.2	i	7%	i	0%
CCCCN(C(=O)CSCc1ccc(C)cc1)c1c(N)n(Cc2ccccc2)c(=O)[nH]c1=O	-12%	2.3%	·	-2%	0.1	i	12%	i	0%
O=C(CCSc1nc(-c2ccc3c(c2)OCO3)cc(C(F)(F)F)n1)NCc1ccccc1	?	-0.2%	0%	-48%	-0.5	i	-8%	i	-13%
CCc1ccc(OCC(=O)OC2CCS(=O)(=O)C2)cc1 (configuration not stated)	6%	0.0%	1%	8%	0.0	i	27%	i	0%
COc1ccc(N2CCN(C(=O)COC(=O)[C@@H](NC(=O)c3ccccc3Cl)C(C)C)CC2)cc1	-12%	0.1%	·	1%	-1.7	i	?	i	1%
Cc1ccccc1NC(=O)CSc1nc(N)c(C#N)c(-c2cccs2)c1C#N	·	14%	?	-36%	-0.5	-101%*	-9%	?	-8%
CCOC(=O)c1cnc2ccc(C(=O)OC)cc2c1Nc1ccccc1CC	?	0.4%	·	-36%	·	·	-5%	i	-3%
Cc1ccc(C(=O)C2CCN(CC(=O)Nc3ccc(N(C)C)cc3)CC2)cc1	-3%	2.4%	1%	-19%	-2.7	i	4%	i	4%
COc1cn(CC(=O)Nc2ccc(C)cc2C)c(CN2CCCCC2)cc1=O	·	-0.5%	·	8%	·	·	0%	·	8%
CCN(CC(=O)Nc1c(F)cccc1F)C(=O)C(C)SCc1nc2sc(C)c(C)c2c(=O)[nH]1 (configuration not stated)	-19%	-0.7%	-2%	4%	2.1	i	6%	i	-1%
CCN(CC)CCN(Cc1cc2cc3c(cc2[nH]c1=O)OCCO3)C(=S)NCC(C)C	1%	0.2%	0%	-25%	-0.1	i	21%	i	-9%
CCOCCCNC(=O)CN1C(=O)/C(=C\c2ccc(C)cc2)Sc2ccccc21	-3%	0.8%	1%	4%	-4.0	i	11%	i	-3%
COc1ccc(N2CCN(C(=O)CCNC(=O)c3ccc(Br)cc3)CC2)cc1	-23%	-0.6%	0%	11%	-2.9	i	16%	i	-1%
O=C(CSc1nnnn1Cc1ccccc1)c1ccccc1F	4%	14%	1%	5%	-2.5	i	-7%	?	6%
CCCCN(C(=O)CCC(=O)OCC(=O)NCc1ccccc1)c1c(N)n(CCC)c(=O)[nH]c1=O	13%	-0.4%	-3%	11%	-0.2	i	-9%	i	6%
O=[N+]([O-])c1ccc(N2CCN(S(=O)(=O)Cc3ccccc3)CC2)cc1N1CCOCC1	1%	0.0%	0%	-9%	-1.9	i	1%	?	2%
CC(C)C(OC(=O)c1nsc(Cl)c1Cl)C(=O)NCC1CCCO1 (configuration not stated)	4%	0.1%	-2%	-1%	-0.6	i	2%	i	0%
Cc1nn2c(N)c(C#N)cnc2c1-c1ccccc1	15%	3.2%	-2%	3%	-1.0	i	1%	i	-6%
CCC(c1nnnn1Cc1ccc(OC)cc1)N1CCN(c2ccc(OC)cc2)CC1 (configuration not stated)	?	0.5%	1%	1%	-1.0	i	-7%	i	0%
CCSc1nc(-c2ccc(OC)cc2)nc2c1Cc1c(CO)cnc(C)c1O2	21%	-0.5%	·	-9%	·	·	-4%	·	2%
COc1ccc(-n2nnnc2SCC(=O)NCCc2ccc(OC)c(OC)c2)cc1	?	-0.5%	2%	-1%	-3.5	i	0%	i	20%
NC(=O)c1sc2nc3c(c(-c4cccnc4)c2c1N)CCC3	1%	-0.3%	-1%	0%	-0.4	i	-28%	i	-8%
Cc1ccc(S(=O)(=O)N(C)CC(=O)Nc2nc3ccccc3s2)cc1	-30%	4.5%	1%	-31%	-1.7	i	-18%	i	-12%
COCCNC(=S)N1CCC(C(=O)c2ccc(C)cc2)CC1	-14%	0.7%	0%	-9%	-3.4	i	?	i	8%
O=C(NCC(c1cccnc1)N1CCc2ccccc2C1)C(=O)Nc1cccc(Cl)c1 (configuration not stated)	?	-0.4%	·	-1%	·	·	0%	·	-10%
Cc1cc(C)cc(NS(=O)(=O)c2ccc3[nH]cc(C(=O)N4CCCC4)c(=O)c3c2)c1	4%	0.0%	·	-1%	·	·	5%	i	-4%
CCOC(=O)C1(CCc2ccccc2)CCN(Cc2cccc3nccnc23)CC1	?	1.4%	1%	-42%	0.3	i	?	i	-5%
COC(=O)c1cccc(NC(=O)CN(c2ccc3c(c2)OCO3)S(C)(=O)=O)c1C	?	0.7%	3%	4%	-1.1	i	8%	i	-6%
CCOC(=O)c1c(NC(=O)Cc2ccccc2)sc2c1CCN(C)C2	3%	7.0%	-9%	-27%	1.9	i	6%	i	8%
Cc1[nH]c2ccccc2c1C(c1ccccn1)N1CCC(C)CC1 (configuration not stated)	0%	-0.5%	-1%	-5%	-0.1	i	-15%	i	2%
Cc1ccc(C)c(C(=O)CN2C(=O)C(=O)N(C3CCCC3)C2=O)c1	-5%	0.0%	-1%	-15%	-4.0	i	-23%	i	0%
CCc1ccc(N2CC(C(=O)Nc3ccc4c(c3)OCO4)CC2=O)cc1 (configuration not stated)	-17%	0.1%	1%	-15%	-0.4	i	-7%	i	0%
CN(c1ccc(OCC(=O)Nc2ccc3[nH]c(=O)[nH]c3c2)cc1)S(=O)(=O)c1ccc(Cl)cc1	0%	-0.3%	-2%	-39%	-0.4	i	-5%	i	-6%
CC(=O)NS(=O)(=O)c1ccc(NC(=O)c2ccc(Cl)cc2[N+](=O)[O-])cc1	19%	0.3%	0%	-3%	3.7	i	-4%	i	1%
COc1cc(CNC[C@H]2O[C@@H](n3cnc(C(N)=O)n3)[C@H](O)[C@@H]2O)ccc1OCc1cccc(Cl)c1	22%	0.9%	·	-17%	-1.9	i	-2%	i	9%
CSc1nsc(/C=C/Nc2ccc(F)cc2)c1C#N	-9%	?	-4%	-5%	-1.3	i	?	i	-20%
CCS(=O)(=O)c1c(Nc2cc(C)ccc2C)sc(C(=O)c2ccccc2)c1N	23µM*	0.6%	·	-50%	·	·	?	·	-29%
Cc1cn([C@H]2C[C@H](O)[C@@H](CNC(=O)[C@@H]3C[C@H](F)CN3)O2)c(=O)[nH]c1=O	·	0.3%	·	4%	0.0	i	5%	i	·
Cc1cc(C)cc(NC(=O)c2ccc(Cn3nc(C)c(Cl)c3C)o2)c1	-13%	0.1%	1%	-49%	-3.4	i	?	i	-9%
O=C(NCCNC(=O)c1ccc(Cl)cc1Cl)c1ccccn1	-25%	-0.7%	3%	2%	0.1	i	2%	i	-5%
O=c1[nH]nc(SCc2ccccc2)n1C1CC2C=CC1C2 (configuration not stated)	-12%	-0.3%	3%	-65%	-0.7	i	-22%	i	2%
Cc1cc(OCc2nn[nH]n2)c2c(C)c(Cc3ccccc3)c(=O)oc2c1	·	-0.7%	-2%	1%	-0.4	i	-9%	i	0%
CCCN(Cc1cc(=O)[nH]c2ccccc12)C(=O)CC	5%	0.2%	0%	-10%	2.3	i	0%	i	1%
Cc1ccc(OCCC(=O)Nc2ccc(C)c(F)c2)cc1	15%	2.0%	-3%	-12%	0.2	i	-5%	i	-6%
CCOC(=O)c1ccc(NC(=O)CCS(=O)(=O)Cc2ccccc2)cc1	4%	3.1%	-3%	-8%	-2.9	i	-4%	i	8%
COc1cc(NC(=O)CC(c2ccc(C)cc2)N2Cc3ccccc3C2=O)cc(OC)c1 (configuration not stated)	?	6.1%	·	-21%	·	·	?	i	-15%
COc1ccc(C(=O)COC(=O)CN2C(=O)c3ccccc3C2=O)c(OC)c1	7%	-0.6%	3%	4%	-1.0	i	7%	i	3%
CCN(CC)Cc1cc(CC(C(N)=O)C(N)=O)ccc1OC	15%	-0.2%	1%	2%	0.3	i	3%	i	-4%
COc1ccc(CNC(=O)CSc2nc(C)cs2)cc1	?	-0.7%	0%	-2%	-7.8	i	-15%	i	4%
Cc1nc2cc(NC(=O)c3ccc(Br)s3)ccc2s1	?	4.1%	-24%	-30%	-2.2	i	-18%	i	-20%
CS(=O)(=O)N1CCN(Cc2cc(=O)n3ccsc3n2)CC1	24%	-0.3%	1%	3%	2.6	i	-8%	i	7%
CCCOc1ccc(C(F)(F)F)cc1NC(=O)CN1C(=O)C(=O)N(CC)C1=O	-4%	0.0%	0%	-5%	-1.4	i	-5%	?	-3%
Cc1nc2ccccc2cc1C(=O)NCc1ccco1	·	11%	1%	0%	0.4	i	-1%	i	5%

Exported with two lines to a compound: part of the list above
Second line of a record: Nrf2 block	Nrf2 ARE act	Mm-Cpn inhibitor	HepG2 tox	CCT modulator	pAkt inh	TGFb inhibitor	ATXN viability	A549 viability
COc1ccc(CNC(=O)CSc2nc(C)cs2)cc1
    ?	-0.7%	0%	-2%	-7.8	i	-15%	i	4%
Cc1nc2ccccc2cc1C(=O)NCc1ccco1
    ·	11%	1%	0%	0.4	i	-1%	i	5%
Cc1nc2cc(NC(=O)c3ccc(Br)s3)ccc2s1
    ?	4.1%	-24%	-30%	-2.2	i	-18%	i	-20%
CCCOc1ccc(C(F)(F)F)cc1NC(=O)CN1C(=O)C(=O)N(CC)C1=O
    -4%	0.0%	0%	-5%	-1.4	i	-5%	?	-3%
CS(=O)(=O)N1CCN(Cc2cc(=O)n3ccsc3n2)CC1
    24%	-0.3%	1%	3%	2.6	i	-8%	i	7%
